# Screening data from PubChem BioAssay.
# IL2 activator = activates IL-2 in a cell-based reporter assay; IL-2 activation reporter assay, cell-based qHTS; stimulated with anti-CD3/CD4/CD28 beads; in transgenic mouse T cells; activation, % (series mostly up to about 46 µM); actives 0.065% (n = 360,000); AID 652025; in the data active = activation above about 50%; inconclusive = mostly about 30% to 49%; note: 0% is about no effect
#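 First, unstimulated transgenic mouse T cells were exposed to compound for 60 min. Next, anti-CD3/anti-CD4-coated beads with anti-CD28 were added. Finally, after 18 h at 37 degrees C, EGFP and DsRed were imaged.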
# TGFb SMAD3 inh = TGF-b pathway inhibition. HepG2 CAGA-GFP TGF-b/SMAD3 reporter, GFP fluorescence, 18 h; TGF-beta stimulated, 500 pg/mL final. Potency, µM (top dose mostly 46.1 µM), for the others: at the highest dose activity, negative = inhibition, hits mostly inhibitors. actives 1.2% (n = 410,000). AID 588855; note: potency is the fitted concentration of half-maximal effect; % is set by controls: 0 for no effect and ±100 for the full control effect; nearly all actives have a fitted effect of over 65% in size
#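 HEPG2 CAGA-GFP cells (1000/well, DMEM with 1% FBS) were pre-incubated 2 h at 37 degrees C, given compound by pin tool, then stimulated with TGF-beta at 500 pg/mL final for 18 h before per-cell GFP fluorescence imaging.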
# EPAC2 ag = agonists of human EPAC2 (RAPGEF4); Q8WZA2; EPAC2 activation, biochemical qHTS; response scale: 100% = 6.5 mM cAMP response; Potency, µM (series often up to 154 µM), inactives show at the top dose activation, usual class: activators; actives 0.079% (n = 360,000); AID 720711; note: potency is the fitted concentration of half-maximal effect; nearly all actives have a fitted effect of over 50% in size
# Target sequence (Q8WZA2 whole entry, looked up): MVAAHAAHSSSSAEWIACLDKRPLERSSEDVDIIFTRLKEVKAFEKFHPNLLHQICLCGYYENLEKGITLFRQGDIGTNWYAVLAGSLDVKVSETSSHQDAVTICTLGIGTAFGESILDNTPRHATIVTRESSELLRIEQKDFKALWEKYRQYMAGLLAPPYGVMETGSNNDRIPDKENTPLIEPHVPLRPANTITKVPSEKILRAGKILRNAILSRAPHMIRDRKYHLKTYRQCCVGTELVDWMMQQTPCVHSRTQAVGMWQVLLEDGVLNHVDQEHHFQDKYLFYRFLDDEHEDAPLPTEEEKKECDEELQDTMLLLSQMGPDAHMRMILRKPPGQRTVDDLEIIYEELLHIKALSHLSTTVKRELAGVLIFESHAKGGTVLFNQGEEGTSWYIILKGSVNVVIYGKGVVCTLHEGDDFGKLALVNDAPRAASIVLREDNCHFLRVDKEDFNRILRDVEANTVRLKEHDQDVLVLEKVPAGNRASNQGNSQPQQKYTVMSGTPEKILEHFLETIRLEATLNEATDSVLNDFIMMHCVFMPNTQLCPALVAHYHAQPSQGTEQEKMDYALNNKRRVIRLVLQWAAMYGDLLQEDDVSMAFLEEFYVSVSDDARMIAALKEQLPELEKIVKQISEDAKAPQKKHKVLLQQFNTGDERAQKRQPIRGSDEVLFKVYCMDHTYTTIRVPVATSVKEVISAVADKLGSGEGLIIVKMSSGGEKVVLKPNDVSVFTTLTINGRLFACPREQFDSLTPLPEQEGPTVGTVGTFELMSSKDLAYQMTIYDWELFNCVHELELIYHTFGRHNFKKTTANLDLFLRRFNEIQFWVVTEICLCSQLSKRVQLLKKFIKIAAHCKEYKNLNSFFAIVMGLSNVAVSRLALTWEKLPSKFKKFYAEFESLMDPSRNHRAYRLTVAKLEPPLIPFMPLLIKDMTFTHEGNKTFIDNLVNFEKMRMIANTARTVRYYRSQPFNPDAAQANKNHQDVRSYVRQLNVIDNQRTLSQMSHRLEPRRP
#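 Guanine nucleotide exchange by EPAC2 is measured as reduced fluorescence of BODIPY-GDP once it is released from 250 nM Rap1B. Plates are read kinetically for 30 min at room temperature; results are scaled to 6.5 mM cAMP.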
# HepG2 viability = kills HepG2 cells in TGF-b inhibitor counter-screen; HepG2 CAGA-GFP viability, ATP luminescence, 18 h; Potency, µM (highest dose often 46.1 µM), without a hit: top-dose activity change, negative = cytotoxicity, hits mostly cytotoxic; actives 0.76% (n = 410,000); AID 588856; note: potency is the fitted concentration of half-maximal effect; some results filed as inactive show a strong effect at the top dose
#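 HepG2 CAGA-GFP cells (1000/well, DMEM with 1% FBS) received compound, then TGF-beta at 500 pg/mL final, and were incubated 18 hours at 37 degrees C. Viability was read by CellTiter-Glo luminescence. Media-only wells were set as complete cell-killing and DMSO as no toxicity.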
# Nrf2 block = Nrf2 pathway inhibition; actives 2.1% (n = 360,000); Potency, µM (top dose mostly 46 µM), without a hit: at the highest dose activity change, negative = inhibition, actives largely listed as inhibitors; A549 ARE-Fluc reporter, luciferase luminescence, 18-24 h; note: potency is the fitted concentration of half-maximal effect; % is set by controls: 0 for no effect and ±100 for the full control effect; nearly all actives have a fitted effect of over 60% in size
#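 Cells were seeded and rested 2 h, then exposed to compounds for 18-24 h. CellTiter-Fluor was read first as a viability measure. BugLite was added 15 min before the final luminescent read of ARE-luciferase activity in A549 cells.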
# S2 tox = viability counter-screen for ATXN expression inhibitors | S2 cells (HEK-293 line with an ATXN2-luciferase reporter) viability, CellTiter-Fluor protease fluorescence, 24 h | Potency, µM (series often up to 56.7 µM), most hits filed as cytotoxic | actives 0.49% (n = 400,000) | AID 651635; note: potency is the fitted concentration of half-maximal effect; nearly all actives have a fitted effect of over 40% in size
# ATXN2 expr inh = ATXN2 expression inhibition; Potency, µM (highest dose often 57 µM), inactives show top-dose activity change, negative = inhibition, most hits filed as inhibitors; actives 0.72% (n = 360,000); HEK-293 ATXN2-luciferase reporter, luminescence, 24 h; AID 1745845; note: potency is the fitted concentration of half-maximal effect; % is set by controls: 0 for no effect and ±100 for the full control effect; nearly all actives have a fitted effect of over 55% in size
#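 ATXN2-luciferase reporter cells (luciferase flanked by upstream and downstream ATXN2 gene portions) were treated 24 h at 37 °C with compounds at up to 57 uM. SteadyGlo luminescence gave expression; GF-AFC fluorescence gave viability.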
# Nrf2 ARE act = activators of Nrf2 (ARE) signaling; AREc32 ARE-luciferase reporter (MCF7-derived line), luminescence, 24 h; Potency, µM (series often up to 46.1 µM), for the others: at the highest dose activation, hits mostly activators; actives 0.31% (n = 410,000); note: potency is the fitted concentration of half-maximal effect; % of control where 0% means no effect; nearly all actives have a fitted effect of over 65% in size
#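 AREc32 cells carrying an ARE-driven firefly luciferase reporter were seeded at 1000 cells/well in OPTI-MEM with 5% FBS, then exposed to compound for 24 hr at 37 deg C. Luminescence was read with Steady-Glo after 30 min at RT.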
# A549 tox = kills or reduces viability of A549 cells in Nrf2 counter-screen; A549 ARE-Fluc cells, CellTiter-Fluor viability, 18-24 h; Potency, µM (highest dose often 46 µM), inactives show at the highest dose activity change, negative = cytotoxicity, hits mostly inhibitors; actives 0.16% (n = 390,000); note: potency is the fitted concentration of half-maximal effect; % is set by controls: 0 for no effect and ±100 for the full control effect
#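 A549 ARE-Fluc cells in 5% FBS OPTI-MEM, 5000 cells/well, rested 2 h then exposed to compounds in concentration-response for 18-24 h at 37 °C. Viability by CellTiter-Fluor fluorescence (Ex 405/Em 525) after 30 min; luciferase luminescence (BugLite, 15 min, RT) read afterwards.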
# An asterisk follows results filed as active; i = inactive; ? = inconclusive; . = no result given; [ ] = dose if it differs, or a comment. Unless noted, calls come from the whole dose curve; as a rule, active = well fitted curve in the direction sought with a large enough effect; inconclusive = small, poorly fitted or top-dose-only effect, or another doubt; inactive = no such curve, though single readings can be large; an effect the other way counts as inactive or inconclusive. Hits appear at their usual frequency; about 4.3% have a hit in one of these screens.
SMILES,IL2 activator,TGFb SMAD3 inh,EPAC2 ag,HepG2 viability,Nrf2 block,S2 tox,ATXN2 expr inh,Nrf2 ARE act,A549 tox
Cc1cccn2cc(CSc3ccccc3N)nc12,-2.4,6%,4%,2%,?,i,4%,2.7%,1%
COc1cc(OC)cc(-c2sc3ccc(OC)cc3c2C#CC2(N)CCCCC2)c1,-0.7,?,5%,-115%,19%,.,?,-2.4%,13%
O=C1c2ccccc2C(=O)N1CC1c2ccccc2CCN1S(=O)(=O)c1ccccc1 (stereo not given),-2.8,-2%,3%,-23%,8%,i,4%,-0.9%,-5%
CC(C)CCNC(=O)Cn1c(-c2cccs2)cc2cc(F)ccc21,.,4%,.,-11%,?,i,-10%,3.8%,1%
Cc1nccn1-c1ncnc2sc3c(c12)CCCC3,-0.6,-1%,3%,2%,1%,i,-9%,0.2%,2%
C=CCC[C@H](Cc1ccc(F)cc1)C(=O)OC[C@@H](NC(=O)[C@@H](CC=C)CC(=O)N[C@@H](CO)Cc1ccccc1)C(C)(C)C,-0.9,?,-14%,0%,?,.,?,-3.8%,?
O=C(NCCNC(=O)c1ccco1)c1ccc(F)cc1,-1.0,16%,1%,6%,-5%,i,18%,-0.4%,-5%
CCCCOC(=O)c1cc(Cl)c(O)c(OC)c1,0.1,-6%,-2%,-4%,-6%,?,-6%,2.0%,-1%
CC(C)CCNC(=O)CN(C(=O)Cn1nnc(-c2ccc(F)cc2)n1)C1CCCC1,0.3,12%,-1%,-43%,-6%,i,0%,-0.6%,-12%
CCOc1cccc(C(=O)NCc2ccccc2)c1,1.2,16%,3%,-3%,5%,i,-20%[11.3 µM],-0.7%,5%
COc1ccc(-c2csc(N3CCN(S(=O)(=O)c4ccc5c(c4)NC(=O)CO5)CC3)n2)cc1,-3.9,-23%,11%,-4%,?,i,-12%,2.4%,-19%
O=C(Nc1cccc(C(=O)Nc2ccccc2C(=O)O)c1)c1cccc(Cl)c1,-0.3,-13%,-4%,-65%,12%,?,?,0.0%,0%
O=C(c1ccccc1)N(Cc1cccnc1)C1(C(=O)Nc2ccccc2)CCCCC1,0.0,-5%,-5%,-14%,-15%,i,-6%,0.3%,-4%
FC(F)(F)c1ccccc1NC(=S)N1CCN(c2ccccn2)CC1,-2.0,?,1%,-9%,?,i,.,-0.7%,-9%
CC(C)(C)c1ccc(C(=O)N2CCC(C(=O)NC3CC3)CC2)cc1,-0.3,-11%,5%,-29%,?,i,50%[activator],2.0%,1%
Fc1ccc(CNC(=S)Nc2cccc(C(F)(F)F)c2)cc1,0.5,?,-2%,-30%,-28%,i,-21%,-0.5%,10%
COc1ccc(Cl)cc1Nc1nnc(-c2ccncc2)s1,-1.1,11%,7%,-2%,10%,i,3%,0.1%,2%
C#CCSc1nnnn1-c1cccc(Cl)c1,-0.2,2%,2%,-34%,-2%,i,-22%,23%,-4%
CCC(=O)Oc1ccc(C(=O)Nc2cccc(C(=O)NCC(C)C)c2)cc1,-2.3,-8%,5%,0%,-5%,i,-24%[11.3 µM],0.1%,-2%
COc1ccc([N+](=O)[O-])cc1NC(=O)CSc1ccccc1,-0.5,0%,7%,-4%,?,i,-2%,10%,1%

# Just ATXN2 expr inh, TGFb SMAD3 inh and HepG2 viability, for some of the entries so far:
compound	ATXN2 expr inh	TGFb SMAD3 inh	HepG2 viability
O=C(Nc1cccc(C(=O)Nc2ccccc2C(=O)O)c1)c1cccc(Cl)c1	?	-13%	-65%
CCC(=O)Oc1ccc(C(=O)Nc2cccc(C(=O)NCC(C)C)c2)cc1	-24%[11.3 µM]	-8%	0%

# Sorted by value in EPAC2 ag (largest number first): 3 of the compounds above.
SMILES,IL2 activator,TGFb SMAD3 inh,EPAC2 ag
COc1cc(OC)cc(-c2sc3ccc(OC)cc3c2C#CC2(N)CCCCC2)c1,-0.7,?,5%
Cc1cccn2cc(CSc3ccccc3N)nc12,-2.4,6%,4%
O=C1c2ccccc2C(=O)N1CC1c2ccccc2CCN1S(=O)(=O)c1ccccc1 (stereo not given),-2.8,-2%,3%

# Following part
SMILES,IL2 activator,TGFb SMAD3 inh,EPAC2 ag,HepG2 viability,Nrf2 block,S2 tox,ATXN2 expr inh,Nrf2 ARE act,A549 tox
COc1ccc2c(c1)[nH]c1c(=O)n(Cc3ccccn3)cnc12,-0.1,4%,2%,-3%,7%,i,7%,0.2%,-8%
Cc1ccc(N2C(=O)c3ccc(C(=O)Nc4cccnc4)cc3C2=O)c(C)c1,-3.2,-7%,-5%,-14%,-10%,i,-5%,1.9%,-12%
Cc1cc(C)n(S(=O)(=O)c2cc(Cl)ccc2Cl)n1,0.1,-5%,7%,-10%,-10%,i,-33%,0.1%,1%
CC(C)c1ccc(/C=N/Nc2cc(N3CCOCC3)nc(N3CCOCC3)n2)cc1,0.5,39%[activator],-9%,-34%,1%,i,-13%,0.5%,1%
Cc1c(Cl)ccc2c1NC(=O)[C@]21[C@@H]2C(=O)N(Cc3ccccc3)C(=O)[C@@H]2[C@@H]2CCCN21,-0.3,?,-2%,-71%,-19%,i,28%,7.2%,-16%
CC(C)N(C)NC(=S)Nc1ccccc1,-0.1,-1%,-2%,2%,12%,i,7%,0.1%,-1%
NC(=O)c1cc([N+](=O)[O-])cc2c1C=Cc1ccccc1O2,1.1,20%,2%,1%,-7%,i,-13%,-0.6%,2%
O=C(NC(CC(=O)N1CCN(c2ccccc2)CC1)c1ccccc1)c1ccccc1 (stereo not given),-0.8,8%,10%,1%,.,.,.,0.1%,.
C(=N\Nc1nc2ccccc2[nH]1)/c1cccc2nccnc12,-4.2,-7%,-1%,-17%,-9%,i,?,4.9%,1%
CNc1cccc(-c2cccc(O)c2)n1,-0.1,19%,6%,-7%,.,i,24%,0.0%[9.22 µM],.
Cc1noc(C)c1S(=O)(=O)N(C)C[C@H]1Oc2ccc(NS(=O)(=O)c3ccc(F)cc3)cc2C(=O)N([C@H](C)CO)C[C@@H]1C,0.4,-11%,2%,-4%,-2%,i,-5%,0.1%,14%
Cc1ccc(/C=C/S(=O)(=O)NCCC(=O)NCc2ccccc2F)cc1,-0.4,-12%,3%,-4%,-10%,i,-9%,1.1%,8%
CC(=O)c1c(C)nn(C(=O)c2cccs2)c1C,2.6,3%,0%,3%,-14%,i,4%,0.0%,0%
Cc1nn2cc(-c3ccc(Cl)cc3)cnc2c1Br,-0.8,12%,3%,-2%,?,i,.,5.2%,-7%
CCN1CCN(C(=S)NC(=O)/C=C/c2cccs2)CC1,2.2,-20%,4%,-2%,-3%,i,.,-0.8%,2%
CCc1c(C)c(C#N)c2nc3ccccc3n2c1Nc1c(C)n(C)n(-c2ccccc2)c1=O,0.9,-16%,-8%,-2%,-9%,?,-2%,0.1%,-19%
COc1cc(C(=O)NCC(c2cccs2)N2CCc3ccccc32)cc(OC)c1OC (stereo not given),0.7,?,7%,-14%,?,i,-22%,2.4%,?
CN(c1ccccc1)S(=O)(=O)c1ccc2c(c1)OCCO2,-0.2,-15%,18%,-4%,2%,i,-18%,2.2%,22%
COc1ccc(C(C(=O)NC2CCCC2)N(C(=O)c2ccco2)c2ccc(OC)c(OC)c2)cc1 (stereo not given),2.0,-1%,-6%,-18%,10%,i,3%,-0.8%,0%
CN(C)c1ccc(C(CNC(=O)c2ccccc2Cl)N2CCCC2)cc1 (stereo not given),.,?,.,-16%,.,.,.,0.8%,1%
C=C(C)C1CC=C(C)/C(=N/NC(=O)COc2cccc(C)c2)C1 (stereo not given),-2.6,-14%,-9%,3%,?,i,0%,-0.3%,-9%
Cn1c(N)c(C(=O)COC(=O)/C=C/c2ccccc2)c(=O)n(C)c1=O,0.5,2%,-6%,4%,-35%,i,-4%,5.7%,0%
CC(C)N1CC=C2C(C#N)=C(N)C(C#N)(C#N)C(c3ccccc3)C2C1 (stereo not given),2.0,19%,?,-24%,?,i,-8%,0.5%,-16%
CC(=O)Nc1ccn(C2CC3OCC(NC(=O)C(NC(=O)OC(C)(C)C)C(C)OCc4ccccc4)C3O2)c(=O)n1 (stereo not given),.,-11%,.,2%,17%,.,.,.,-2%
CC(C)CN(C(=O)COC(=O)CCc1c[nH]c2ccccc12)C1CCS(=O)(=O)C1 (stereo not given),4.1,1%,-5%,-3%,-17%,i,-6%,-0.5%,-8%
COc1cc2c(cc1OC)CN(CC(=O)Nc1ccccc1C#N)CC2,1.0,0%,1%,3%,.,i,-1%,6.3%,-1%
CCOC(=O)c1c(-c2ccc(C)o2)csc1NC(=O)CN1CCC(C(N)=O)CC1,8.2,?,9%,0%,-2%,i,-24%,11%,-2%
COc1ccc(-c2nnsc2N2C(=O)c3ccccc3C2=O)cc1,-0.5,4%,6%,-2%,17%,i,15%,-0.4%,-3%
COC(=O)c1ccc(NC(=O)CC2C(=O)N(c3ccc(F)cc3)C(=O)N2Cc2ccc(OC)cc2)cc1 (stereo not given),.,?,.,-24%,?,.,.,7.2%,2%
Cc1ccccc1N(C(=O)c1snc(C(N)=O)c1N)C(C(=O)NC1CCCC1)c1ccco1 (stereo not given),0.5,23%,9%,5%,?,i,-2%,-0.2%,-6%
COc1cccc(CNC(=O)c2cnc3c(-c4ccc(F)cc4)c(C)nn3c2C)c1,.,8%,.,-1%,?,.,.,-0.5%,0%
O=C(CCN1CCCC1Cc1ccccc1)c1ccc2c(c1)OCCO2 (stereo not given),-6.7,11µM*,-4%,-113%,2%,.,?,-2.6%,1%
CC1=C(C(=O)Nc2ccccc2)C(c2ccc(C)cc2)N=C(Nc2nc3ccccc3o2)N1 (stereo not given),-3.1,?,-1%,11µM*,?,?,?,6.6%,-14%[1.84 µM]
COc1ccc(OC)c(NC(=O)c2cccc(NC(=O)c3ccco3)c2)c1,-2.0,0%,5%,-3%,.,i,.,-0.5%,.
